# Source: PubChem BioAssay
# Bim-Bcl-B – human Bim-Bcl-B interaction inhibition | Q9HD36 | bead-based flow cytometry, Bim peptide-Bcl-B binding | inhibition, % at 10 µM | actives 0.073% (n = 190,000);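 note: 0% = tracer peptide without compound and 100% = reference inhibitor peptide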
# Target sequence (Q9HD36 whole entry, looked up): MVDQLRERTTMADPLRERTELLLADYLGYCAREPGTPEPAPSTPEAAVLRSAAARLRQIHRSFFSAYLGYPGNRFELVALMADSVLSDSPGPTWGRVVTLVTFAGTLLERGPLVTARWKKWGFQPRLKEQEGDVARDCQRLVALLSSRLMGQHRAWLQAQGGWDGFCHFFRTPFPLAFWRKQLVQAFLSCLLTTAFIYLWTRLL
# Bfl-1 Bim block – inhibitors of Bim-Bfl-1 interaction, human. inhibition, % at 10 µM. actives 0.12% (n = 190,000). AID 1008. Q16548. Bead-based flow cytometry, Bim-Bfl-1 binding inhibition;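 note: 0% = wells without compound plus tracer and 100% = blocker peptide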
# Mcl1 Bid PPI – disrupts binding of human Mcl-1 to Bid peptide; Q07820; TR-FRET Mcl-1/Bid-Dy647 peptide binding, 1536-well; inhibition, % at 21.7 µM; actives 0.97% (n = 220,000); AID 1021;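 active = compounds that cut the binding signal by more than half at the single screening dose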;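 note: His-tagged Mcl-1 with europium anti-His antibody binding Bid BH3 peptide; 0% = Mcl-1 plus peptide wells and 100% = peptide-only wells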
# Bim-Bcl-XL – human Bim-Bcl-XL interaction inhibition; Q07817; Bim peptide-Bcl-XL binding, bead flow cytometry, fluorescence; inhibition, % at 10 µM; actives 0.04% (n = 190,000)
# Target sequence (Q07817 whole entry, looked up): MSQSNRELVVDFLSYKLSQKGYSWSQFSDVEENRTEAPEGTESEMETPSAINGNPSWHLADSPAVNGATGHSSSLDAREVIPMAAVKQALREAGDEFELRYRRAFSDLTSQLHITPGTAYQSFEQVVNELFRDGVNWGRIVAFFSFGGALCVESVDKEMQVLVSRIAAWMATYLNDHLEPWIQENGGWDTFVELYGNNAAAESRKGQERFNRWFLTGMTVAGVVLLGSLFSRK
# RGS7-Gao reg – modulates binding of RGS7 to human Galphao; P09471; Multiplexed bead flow cytometry; actives lie on both sides; binding response (% of control), % at 10 µM; actives 0.35% (n = 220,000); AID 1439; in the data active = binding response below about 49% or above about 150%; inconclusive = no clear call, values can overlap the other calls; inactive = in between;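 note: fluorescent Galphao held in activated GDP-AlF4 state binding bead-coupled RGS7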
# Target sequence (P09471 whole entry, looked up): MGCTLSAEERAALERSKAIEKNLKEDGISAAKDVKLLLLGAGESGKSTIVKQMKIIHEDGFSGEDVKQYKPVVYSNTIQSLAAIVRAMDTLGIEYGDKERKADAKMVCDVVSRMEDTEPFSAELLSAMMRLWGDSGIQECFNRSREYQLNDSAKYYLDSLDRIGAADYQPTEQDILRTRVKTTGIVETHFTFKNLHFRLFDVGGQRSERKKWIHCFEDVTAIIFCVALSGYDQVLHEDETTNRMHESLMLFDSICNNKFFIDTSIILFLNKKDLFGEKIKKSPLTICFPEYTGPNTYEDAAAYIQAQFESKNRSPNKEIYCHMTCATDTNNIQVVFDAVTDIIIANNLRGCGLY
# Bim-Bcl-2 – human Bim-Bcl-2 interaction inhibition | P10415 | Bead-based flow cytometry, Bim peptide-Bcl-2 binding | inhibition, % at 10 µM | actives 0.06% (n = 190,000) | AID 950; in the data active = inhibition above about 40%; inconclusive = no clear call, values can overlap the other calls;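 note: 0% = no compound wells with probe peptide and 100% = reference peptide inhibitor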
# RGS8-Gao – regulators of human RGS8-Galphao interaction; P09471; multiplexed bead flow cytometry, RGS8-Galphao binding; actives lie on both sides; response (percent of control binding), % at 10 µM; actives 0.34% (n = 220,000); AID 1423; in the data active = response below about 60% or above about 140%; inactive = in between;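 note: Galphao activated as the GDP aluminium fluoride complex binding bead-coupled RGS8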
# Bim-Bcl-W – disrupts Bim peptide binding to human Bcl-W | Q92843 | bead-based flow cytometry | inhibition, % at 10 µM | actives 0.02% (n = 190,000) | AID 952;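 note: 0% = bound tracer without compound and 100% = peptide blocker; higher means less fluorescent Bim peptide bound to Bcl-W beads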
# Target sequence (Q92843 whole entry, looked up): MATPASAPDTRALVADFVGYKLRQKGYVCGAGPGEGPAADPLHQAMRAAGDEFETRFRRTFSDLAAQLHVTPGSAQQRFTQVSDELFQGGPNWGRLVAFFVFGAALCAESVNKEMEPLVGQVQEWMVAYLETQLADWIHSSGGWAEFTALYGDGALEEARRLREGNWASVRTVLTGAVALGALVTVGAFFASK
# Bim-Mcl-1 – human Bim-Mcl-1 interaction inhibition; Q07820; Bead-based flow cytometry, Bim peptide-Mcl-1 binding; inhibition, % at 10 µM; actives 0.1% (n = 190,000); AID 1009;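 note: 0% = no compound tracer wells and 100% = peptide blocker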
# Mcl1 Noxa PPI – disrupts binding of human Mcl-1 to Noxa peptide; TR-FRET Mcl-1/Noxa peptide binding, 2 h; inhibition, % at 21.7 µM; actives 1.5% (n = 220,000); AID 1022;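 active = compounds that cut the protein-peptide binding signal by more than 50% relative to plate controls in a single-dose test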;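 note: His-tagged Mcl-1 with rhodamine Noxa BH3 peptide and terbium anti-His antibody; 0% = Mcl-1 plus Noxa peptide wells and 100% = peptide-only wells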
# RGS4-Gao reg – modulates binding of RGS4 to human Galphao. P09471. AID 1415. Multiplexed bead flow cytometry; actives lie on both sides. binding response (% of control), % at 10 µM. actives 0.33% (n = 220,000); in the data active = binding response below about 49% or above about 150%; inactive = in between;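 note: fluorescent Galphao activated with aluminum fluoride binding bead-coupled RGS4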
# * hit, by the source's call; u = inconclusive; x = no result given. Cut-off read from the data, not from the text of the source, unless noted: active = inhibition above about 40%.
SMILES,Bim-Bcl-B,Bfl-1 Bim block,Mcl1 Bid PPI,Bim-Bcl-XL,RGS7-Gao reg,Bim-Bcl-2,RGS8-Gao,Bim-Bcl-W,Bim-Mcl-1,Mcl1 Noxa PPI,RGS4-Gao reg
Cc1nnc(Cl)c2nn(-c3ccccc3F)c(C)c12,0,-2,-4,2,103,-1,101,-1,2,17,102
C[C@@H]1NC(=O)c2cc([N+](=O)[O-])cc(I)c2OCC[C@@H](C(=O)NC(CC(=O)O)C(N)=O)NC(=O)[C@H](CC(N)=O)NC1=O (some centres not stated),-1,1,15,0,94,-1,98,0,1,26,97
Cc1ccc(N2C(=O)C3C4C=CC(C4)C3C2=O)cc1 (configuration not stated),0,0,0,3,96,0,96,0,0,11,97
CC(CC(=O)NCC1CCCO1)c1ccccc1 (configuration not stated),-6,-4,-53,-4,97,-3,105,-6,-3,0,100
Cc1ccc(-n2c(O)c(/C=N/c3ncn[nH]3)c3ccccc3c2=O)cc1,-1,-8,-13,0,92,-5,97,1,2,5,93
COc1ccc(CCNS(=O)(=O)c2cccc(S(=O)(=O)N3CCCC3)c2)cc1OC,-9,-22,-16,-10,103,-9,104,-2,-4,-11,104
COc1ccc(S(=O)(=O)N(C)CC(=O)Nc2ccc3c(c2)OCCO3)cc1OC,-6,-13,2,8,100,-6,104,0,-1,2,105
Cc1cc(C)c(S(=O)(=O)Nc2cccc(S(=O)(=O)NC3=NCCC3)c2)c(C)c1,0,0,-13,0,101,-2,99,0,0,5,103
Cc1ccccc1/C=N\NC(=O)c1ccc(Cn2cccn2)o1,-3,-1,-32,-5,102,-3,103,-5,-3,-14,101
COCC(C)NS(=O)(=O)c1ccc(C)cc1 (configuration not stated),-8,-11,-9,-2,101,-8,99,-1,-1,-3,100

# Taken from the results shown, five compounds:
SMILES,Bim-Bcl-B,Bfl-1 Bim block,Mcl1 Bid PPI,Bim-Bcl-XL,RGS7-Gao reg,Bim-Bcl-2,RGS8-Gao,Bim-Bcl-W,Bim-Mcl-1,Mcl1 Noxa PPI,RGS4-Gao reg
Cc1nnc(Cl)c2nn(-c3ccccc3F)c(C)c12,0,-2,-4,2,103,-1,101,-1,2,17,102
C[C@@H]1NC(=O)c2cc([N+](=O)[O-])cc(I)c2OCC[C@@H](C(=O)NC(CC(=O)O)C(N)=O)NC(=O)[C@H](CC(N)=O)NC1=O (some centres not stated),-1,1,15,0,94,-1,98,0,1,26,97
Cc1ccc(N2C(=O)C3C4C=CC(C4)C3C2=O)cc1 (configuration not stated),0,0,0,3,96,0,96,0,0,11,97
CC(CC(=O)NCC1CCCO1)c1ccccc1 (configuration not stated),-6,-4,-53,-4,97,-3,105,-6,-3,0,100
Cc1ccc(-n2c(O)c(/C=N/c3ncn[nH]3)c3ccccc3c2=O)cc1,-1,-8,-13,0,92,-5,97,1,2,5,93

# Continued.
SMILES,Bim-Bcl-B,Bfl-1 Bim block,Mcl1 Bid PPI,Bim-Bcl-XL,RGS7-Gao reg,Bim-Bcl-2,RGS8-Gao,Bim-Bcl-W,Bim-Mcl-1,Mcl1 Noxa PPI,RGS4-Gao reg
O=C(/C=C/c1cccc(F)c1)N1CCc2ccccc21,-5,-2,-25,-6,98,-2,101,-5,-5,-1,101
CC(C)CC1CC(C)(c2csc(NNC(=O)c3ccccc3)n2)OC1=O (configuration not stated),-10,-1,-10,-1,96,0,101,2,0,24,100
O=C(COc1ccc(Cl)cc1Cl)NC(=O)N1CCOCC1,-2,-2,13,0,99,0,102,-2,-2,3,102
CCC(=O)c1ccc(OCC(O)CNCc2ccc(F)cc2)cc1 (configuration not stated),-4,-12,3,-4,101,-8,102,0,-2,2,104
COc1ccc2cc(C(=O)COC(=O)COc3ccc4c(C)cc(=O)oc4c3)ccc2c1,-16,-18,18,-10,101,-4,101,-12,-7,-180,97
CC(C)(C)C(=O)Nc1nc2c(s1)CN(Cc1ccccc1)CC2,-2,-5,-35,-2,108,-5,108,-1,0,-5,106
O=C(COC(=O)c1ccccc1)Nc1ccccc1Br,-2,-5,-4,0,94,-2,100,-1,-4,2,98
COC(=O)C(NC(=O)Nc1ccccc1OC)C(C)C (configuration not stated),-2,-4,-10,-3,101,-4,101,-1,-4,13,99
CCOC(=O)Cc1csc(NC(=O)Cc2ccccc2[N+](=O)[O-])n1,-3,-2,-12,-3,97,-3,100,-4,-4,17,99
CC(C)N1C/C(=C/c2ccsc2)C(=O)/C(=C/c2ccsc2)C1,3,0,-28,-1,97,-1,98,-10,-21,8,97
COC(=O)CN1C(=O)Nc2ccc(C)cc2C1c1ccccc1 (configuration not stated),-4,-15,-1,-6,98,-12,102,-4,-3,12,101
CCCCN(C(C)=O)c1c(N)n(CCC)c(=O)n(CC(=O)Nc2cc(Cl)cc(Cl)c2)c1=O,-2,-4,-27,-3,u,-3,95,0,-1,0,92
CC(NC(=O)c1ccc(Cn2cc([N+](=O)[O-])cn2)cc1)c1ccccc1 (configuration not stated),-6,-5,-27,-5,98,-1,100,-2,-3,0,99
COc1cc(NC(=O)C2CCCO2)c(C(=O)O)cc1OC (configuration not stated),1,-4,4,1,100,2,102,0,2,22,102
CCOC(=O)N1CCC(N2C(=O)c3ccccc3C2Nc2ccc3c(C)cc(=O)oc3c2)CC1 (configuration not stated),-6,-9,-16,-3,96,-7,100,0,2,19,97
COc1ccc(NC(=O)Nc2ccccc2C(N)=O)cc1,0,3,-8,-2,u,0,101,-2,-4,7,100
O=C1OC(N2CCN(C(=O)c3ccco3)CC2)c2ccccc21 (configuration not stated),-5,-7,-9,-3,100,-1,103,2,5,4,102
CCOc1ccc(-c2nn3c(-c4ccccc4)nnc3s2)cc1,-8,0,-7,-6,100,-6,100,-3,-7,-4,96
CC(C)(O)C#Cc1ccc(C(=O)NC(CCCNC(N)=O)C(=O)O)s1 (configuration not stated),0,-5,1,-1,101,-1,101,-1,0,5,101
COC1CCCCC1NS(=O)(=O)c1ccc(Cl)cc1 (configuration not stated),-1,-12,-6,-5,104,-6,99,0,-1,2,98

# Arranged by the number under RGS4-Gao reg (lowest first): 3 from the list above
SMILES	RGS4-Gao reg
CCOC(=O)N1CCC(N2C(=O)c3ccccc3C2Nc2ccc3c(C)cc(=O)oc3c2)CC1 (configuration not stated)	97
CC(NC(=O)c1ccc(Cn2cc([N+](=O)[O-])cn2)cc1)c1ccccc1 (configuration not stated)	99
COc1cc(NC(=O)C2CCCO2)c(C(=O)O)cc1OC (configuration not stated)	102

# (next part)
SMILES,Bim-Bcl-B,Bfl-1 Bim block,Mcl1 Bid PPI,Bim-Bcl-XL,RGS7-Gao reg,Bim-Bcl-2,RGS8-Gao,Bim-Bcl-W,Bim-Mcl-1,Mcl1 Noxa PPI,RGS4-Gao reg
Cc1cccc(OCC(=O)N/N=C/c2ccccc2C(=O)O)c1,-2,2,2,-2,98,0,103,2,0,7,104
C/C(=N\NC(=O)CC#N)C1COc2ccccc2O1 (configuration not stated),0,-4,-27,0,105,0,103,0,3,21,102
Cc1sc(NC(=O)CCC(=O)O)c(C#N)c1C,-8,-6,-13,-3,89,-2,94,-2,-1,4,88
COCCN1CCc2c(C)nc3c(-c4ccc(OC)c(OC)c4)cnn3c21,-1,-11,-10,4,99,-6,103,4,4,31,100
COc1ccc2nc(SC)c(C#N)cc2c1,-3,-7,-24,-5,96,-2,102,-4,-3,-19,97
COc1ccc(-c2noc(-c3ccco3)n2)cc1OC,-6,-14,-17,-10,101,-9,100,3,-3,13,100
O=C(Nc1ccccc1Cl)C1CCN(Cc2cnn(-c3ccccc3)c2-n2cccc2)CC1,-9,-20,-30,-7,99,-10,99,-2,-5,21,100
Cn1nc(C(F)(F)F)cc1C(=O)NC1CCCCCC1,-8,-12,-22,-3,93,-6,99,0,-5,-6,102
CC1(C)CC(=O)C2=C(C1)Oc1ncn(CCCO)c(=N)c1C2c1ccccc1 (configuration not stated),-7,-11,-33,-3,97,-5,100,3,2,4,102
CN1C(=O)C(=C2CCCCCC2)SC1=S,-2,-4,-42,-5,104,-1,101,-2,-1,4,101
c1coc(Cn2nnnc2CN2CCN(C3CCCCC3)CC2)c1,-8,-7,-16,-8,103,-7,101,-2,-2,3,102
CSC1=N/C(=C\c2cccnc2)C(=O)N1c1ccccc1,7,11,-20,2,101,7,102,5,5,10,101
O=C1N=C(N2CCN(c3ccccc3)CC2)SC1Cc1ccccc1 (configuration not stated),-2,-4,-42,-2,96,0,100,-2,-7,3,97
CC1(/[N+]([O-])=C/c2ccc(Cl)cc2Cl)CCCCC1=O (configuration not stated),x,x,-13,x,u,x,102,x,x,-7,106
CC(=O)Nc1ccc(C(=O)OCC(=O)NC(=O)NC(C)(C)C)cc1,3,-1,-37,-2,89,0,97,-1,0,6,92
O=C(N/N=C/c1c[nH]c2ccccc12)C1CC1(c1ccccc1)c1ccccc1 (configuration not stated),20,29,18,35,119,12,140,24,27,-1,113
COC(C/C=C/C(=O)COCc1ccccc1)OC,x,x,-18,x,u,x,100,x,x,-29,96
COc1ccc(OC)c(NC(=O)C2CCC(CNc3c(N4CCC(C)CC4)c(=O)c3=O)CC2)c1 (configuration not stated),3,-7,-26,2,90,-1,98,1,2,39,98
O=c1/c(=C\c2cccc(O)c2)sc2nc(-c3ccccc3)c(-c3ccccc3)n12,x,x,-16,x,u,x,103,x,x,-7,102
CC(C)[C@H](NC(=O)c1ccccc1)C(=O)OCC(=O)c1ccc2c(c1)NC(=O)CO2,-2,4,-32,4,96,1,95,3,-5,-3,92
NS(=O)(=O)c1ccc(NC(=S)NCc2ccc(F)cc2)cc1,-29,3,-24,-10,100,-3,100,-2,-6,14,103
COc1ccccc1CN1C[C@@H]2C[C@@H](C3=Cc4cccc(OC)c4OC3)N3CCC[C@@]23C1=O,-5,-4,-34,-1,104,-3,102,1,0,1,102
CC(=O)/C(=N\Nc1ccccc1)Sc1nncn1C,-2,-3,-23,-5,100,-3,100,-4,-8,19,99
CCOC(=O)CC(=O)Nc1ccc(C(=O)OCC)cc1,-5,-10,-25,-9,97,-9,99,3,-4,2,98

# Looked up above:
# O=C(COC(=O)c1ccccc1)Nc1ccccc1Br in Bim-Bcl-B is entered as -2
# Cn1nc(C(F)(F)F)cc1C(=O)NC1CCCCCC1 in Bim-Bcl-B is entered as -8
# CC(C)CC1CC(C)(c2csc(NNC(=O)c3ccccc3)n2)OC1=O (configuration not stated) in Bim-Mcl-1 is entered as 0
